Bioassay records deposited in PubChem BioAssay by National Center for Advancing Translational Sciences (NCATS).
p53null 32C tox = selectivity test: cytotoxicity in p53 null cells, permissive temperature; AID 903; actives 0.62% (n = 55,000); Potency, µM (highest dose often 46.1 µM), for inactives: top-dose activity change, negative = cytotoxicity, actives largely listed as cytotoxic; H1299-neo p53 null cells, ATP luminescence, 24 h, 32C;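 note: potency is the fitted concentration of half-maximal effect; 0% = DMSO only and -100% = full killing by 100 µM tamoxifen; nearly all actives have a fitted effect of over 55% in size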
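Overnight 37C seeding (600 cells/well) of H1299-neo preceded a 24 hr, 32C exposure to compounds up to 46 uM. ATP levels, read by luminescence after 20 min at RT, indicated surviving cells.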
p53null 39C kill = selectivity test: cytotoxicity in p53 null cells, nonpermissive temperature; H1299 p53-null (neo) cells, 39C, ATPlite viability, 24 h; Potency, µM (top dose mostly 46.1 µM), for the others: at the top dose activity, negative = cell killing, most hits filed as cytotoxic; actives 0.97% (n = 55,000); AID 904;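 note: potency is the fitted concentration of half-maximal effect; 0% = DMSO only and -100% = full killing by 100 µM tamoxifen; nearly all actives have a fitted effect of over 50% in size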
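Luminescent ATP signal reported cell survival after H1299 lines (neo, p53 null; or p53 A138V) received up to 46 uM compound and 24 hr incubation at 39C.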
NTMT1 inh = NTMT1 methyltransferase inhibition. Q9BV86. NTMT1 MTase-Glo SAH luminescence, purified enzyme. Potency, µM (series often up to 114 µM), for the others: at the top dose activity change, negative = inhibition, hits mostly inhibitors. actives 2.5% (n = 59,000);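 note: potency is the fitted concentration of half-maximal effect; plate controls were DMSO vehicle for no effect and no enzyme for full effect; nearly all actives have a fitted effect of over 65% in size; many of its hits are not listed in these tables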
Target sequence (Q9BV86 whole entry, looked up): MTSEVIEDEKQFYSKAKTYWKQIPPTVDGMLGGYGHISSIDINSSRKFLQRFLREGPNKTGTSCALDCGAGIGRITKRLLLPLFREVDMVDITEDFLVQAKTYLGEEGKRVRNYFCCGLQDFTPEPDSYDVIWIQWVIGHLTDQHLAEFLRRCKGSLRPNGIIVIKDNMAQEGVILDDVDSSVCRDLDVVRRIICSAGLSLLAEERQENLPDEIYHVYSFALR
B2AR arrestin ag = ADRB2 beta-arrestin recruitment | HTLA Tango cells, beta-arrestin recruitment, luciferase luminescence, 18 h | Potency, µM (series often up to 46.1 µM), inactives show top-dose activation, hits mostly activators | 44,000 tested, under 10 active | AID 1347077;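 note: potency is the fitted concentration of half-maximal effect; 0% = DMSO and full agonism = EC100 isoproterenol or metaproterenol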
Target sequence (P07550 whole entry, looked up): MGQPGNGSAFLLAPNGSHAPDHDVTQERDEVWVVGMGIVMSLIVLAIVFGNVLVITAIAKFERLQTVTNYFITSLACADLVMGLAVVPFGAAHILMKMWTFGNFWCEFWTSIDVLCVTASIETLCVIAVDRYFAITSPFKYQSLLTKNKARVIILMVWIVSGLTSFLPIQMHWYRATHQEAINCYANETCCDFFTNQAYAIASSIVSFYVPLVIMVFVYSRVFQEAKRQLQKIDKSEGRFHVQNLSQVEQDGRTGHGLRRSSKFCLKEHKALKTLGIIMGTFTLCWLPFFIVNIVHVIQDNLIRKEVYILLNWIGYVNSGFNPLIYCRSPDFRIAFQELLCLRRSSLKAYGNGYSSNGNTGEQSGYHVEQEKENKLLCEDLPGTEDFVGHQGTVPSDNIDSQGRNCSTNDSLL
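Luminescence read-out: arrestin recruitment to recombinant beta2-AR releases tTA, inducing luciferase. Cells exposed 18 hr at 37 degrees C to up to 46 microM compound; %Activity from corrected signal, concentration-response curves classified by r2, magnitude and efficacy.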
GALK inh = inhibits human galactokinase | Potency, µM (titrated, usually from 57.5 µM), for the others: top-dose activity, negative = inhibition, hits mostly inhibitors | P51570 | AID 1347072 | recombinant GALK, Kinase-Glo ATP luminescence, 1 h | 44,000 tested, under 10 active;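 note: plate controls were full GALK reaction for no effect and reaction lacking GALK for full effect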
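Luminescent ATP-depletion readout (Kinase-Glo Plus, 10 min) after 1 h RT reaction of 5 nM GALK, 35 uM ATP, 100 uM galactose, pH 8.0 HEPES buffer. Decreased kinase activity scored as inhibition.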
FH mod = Identification of activators of human fumarate hydratase by quantitative high-throughput screening. FH coupled MDH/diaphorase resazurin fluorescence, 15 min. actives 0.22% (n = 54,000). Potency, µM (series often up to 79.9 µM), for inactives: at the top dose activity change, negative = inhibition, hits mostly inhibitors. AID 1347055, 2019; note: potency is the fitted concentration of half-maximal effect; % is set by controls: 0 for no effect and ±100 for the full control effect; the screen sought activators but most active calls are inhibition curves; nearly all actives have a fitted effect of over 45% in size
TSG101-PTAP inh = inhibitors of HIV-1 PTAP binding to human TSG101, validation. Q99816. Fluorescence polarization, FITC-PTAP peptide/Tsg101, 20 min. Potency, µM (top dose mostly 115 µM), for inactives: at the top dose activity change, negative = inhibition, hits mostly inhibitors. 44,000 tested, under 10 active. AID 1347069; note: potency is the fitted concentration of half-maximal effect; 0% is about no effect
Target sequence (Q99816 whole entry, looked up): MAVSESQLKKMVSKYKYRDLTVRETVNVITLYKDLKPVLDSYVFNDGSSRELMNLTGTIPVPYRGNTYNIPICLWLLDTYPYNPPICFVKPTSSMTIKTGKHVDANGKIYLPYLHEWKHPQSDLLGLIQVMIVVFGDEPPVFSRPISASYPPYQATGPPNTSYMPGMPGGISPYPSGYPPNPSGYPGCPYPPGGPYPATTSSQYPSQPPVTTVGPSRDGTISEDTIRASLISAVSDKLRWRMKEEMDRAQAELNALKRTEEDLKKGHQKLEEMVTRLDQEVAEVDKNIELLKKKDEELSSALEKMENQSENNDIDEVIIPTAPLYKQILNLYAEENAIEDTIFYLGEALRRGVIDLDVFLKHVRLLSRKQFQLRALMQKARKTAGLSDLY
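The Tsg101 binding domain, at 10 uM final, is mixed with compound and a FITC peptide bearing the PTAP motif (50 nM final). After 20 min at r.t., polarization is measured; actives defined by CRC class, efficacy cut-off 60% inhibition.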
* hit, by the source's call; ? = inconclusive; nt = no result given; [ ] = remark or other dose. Calls come from the whole dose curve; as a rule, active = well fitted curve in the direction sought with a large enough effect; inconclusive = small, poorly fitted or top-dose-only effect, or another doubt; inactive = no such curve, though single readings can be large; an effect the other way counts as inactive or inconclusive. Not all compounds are listed; rates above refer to the full screens.

SMILES	p53null 32C tox	p53null 39C kill	NTMT1 inh	B2AR arrestin ag	GALK inh	FH mod	TSG101-PTAP inh
CC(C)CCNC(=O)C1CCC(Cn2c(=O)c3sccc3n(CC(=O)NC(C)C)c2=O)CC1 (centres undefined)	-2.2%	20.4%	6.6%	-1.4%	-0.8%	2.3%	0.9%
Cc1ccc(C(=O)Nc2nnc(SCc3cc(=O)n4ccc(C)cc4n3)s2)cc1	-4.8%	4.3%	-12.3%	0.2%	1.9%	?	-4.6%
Cc1cccc(NC(=O)N2CCC(N3CCN(Cc4ccccc4)C(=O)C3=O)CC2)c1C	2.4%	-11.8%	-5.6%	0.8%	1.8%	4.8%	0.7%
CCc1ccc(C(=O)c2cn(CC(=O)Nc3ccc4c(c3)OCO4)c3ccc(F)cc3c2=O)cc1	15.5%	1.6%	3.3%	4.5%	-2.0%	-7.6%	-5.1%
COc1cccc(CNC(=O)Cn2ncc3c4ccccc4n(Cc4ccccc4)c3c2=O)c1	5.7%	-14.6%	11.6%	-4.0%	-0.9%	-3.0%	2.2%
O=C(NCCCc1nc2ccccc2n1Cc1ccccc1F)c1ccco1	-9.3%	6.6%	nt	1.1%	-0.9%	nt	-5.1%
Cc1ccccc1N1CC(c2nc3ccccc3n2CCC2CCCCC2)CC1=O (centres undefined)	-9.5%	-2.6%	?	-2.4%	2.8%	-16.2%	-3.5%
CC(c1ccccc1)n1cc2c(c1-c1ccccc1Br)c(=O)n(C)c(=O)n2C (centres undefined)	15.4%	10.3%	-17.6%	?	6.9%	-2.4%	0.1%
CCOC(=O)c1cccc(NC(=O)C2CCN(S(=O)(=O)c3ccc4c(c3)oc(=O)n4C)CC2)c1	-4.0%	11.6%	10.6%	0.4%	6.4%	-11.4%	0.5%
COc1ccc(Br)cc1CNC(=O)CCCn1c(=O)c2cccn2c2ccccc21	-3.3%	-17.3%	12.6%	-0.6%	-3.2%	-19.6%	5.0%
Cc1nn(C)c2c1c(C(F)(F)F)cc(=O)n2Cc1cccc(Br)c1	-2.6%	-23.1%	-4.0%	-0.2%	-1.8%	-4.0%	1.9%
COc1cccc(C(=O)NC(=O)Nc2ccc(-c3cc(C(F)(F)F)nn3-c3ccccc3)cc2)c1	10.0%	-14.5%	-0.4%	-0.4%	-0.5%	2.0%	3.2%
CCOc1ccc(-c2nc(-c3ccccc3)c(-c3ccccc3)[nH]2)cc1OCC	1.0%[9.22 µM]	-1.4%	11.5%	0.0%	10.0%	-8.9%	41.8%[activator]
O=C(NCCc1ccc(F)cc1)C(=O)NCC(c1ccco1)S(=O)(=O)c1ccccc1 (centres undefined)	-9.2%	16.5%	-28.7%	-1.4%	1.5%	7.7%	-1.0%
COC(=O)c1ccccc1NC(=O)c1nn(C)c2c1COc1ccccc1-2	-7.1%	-1.3%	-2.5%	-2.8%	-0.6%	-0.3%	-2.3%
Cc1ccc(-n2nc(CO)c(C(=O)NCc3cccs3)n2)cc1C	6.6%	-21.9%	-7.4%	-1.0%	0.0%	7.5%	1.7%
CCc1c(-c2ccccc2)nc2ccccc2c1C(=O)NCCc1ccccc1	7.4%	11.5%	-0.8%	2.6%	4.4%	-17.7%	-0.1%
Cc1ccc2nc(N3CCN(c4ccccc4F)CC3)c3nnnn3c2c1	1.0%	4.2%	nt	1.1%	2.4%	nt	-1.8%
COc1ccc(NC(=O)CC2C(=O)N(c3ccc(OC)cc3)C(=O)N2CCC2=CCCCC2)cc1 (centres undefined)	-2.7%	0.1%	-2.4%	-2.3%	-0.6%	-12.8%	-2.4%
Cc1cc(Cl)ccc1NC(=O)c1cc2ccccn2n1	?	?	-3.9%	1.7%	1.8%	-12.1%	-3.4%
CC(=O)N1CCC2(CC1)OC(=O)C(C)=C2C(=O)NCc1ccccc1Cl	-7.5%	-8.1%	18.3%	0.1%	2.3%	7.3%	-7.5%
O=C(NCC(c1cccs1)S(=O)(=O)c1ccccc1)c1ccc(C(F)(F)F)cc1 (centres undefined)	0.0%	18.4%	0.9%	0.6%	-6.2%	-17.6%	-0.8%
COC(=O)c1cc2sc(C)cc2n1CC(=O)Nc1ccc(C)cc1Cl	-4.9%	-9.5%	-1.7%	0.9%	1.3%	1.8%	1.8%
Cc1ccc(C)c(Cn2c(=O)n(-c3ccc(F)cc3)c(=O)c3sc4ccccc4c32)c1	-3.6%	-2.1%	9.9%	11.7%	8.0%	-2.1%	0.7%
COc1ccc(NC(=O)[C@@H](c2ccccc2)N2Cc3ccccc3C2=O)cc1OC	-4.2%	-6.5%	?	-0.3%	0.4%	-14.5%	-2.2%
SMILES	p53null 32C tox	p53null 39C kill	NTMT1 inh	B2AR arrestin ag	GALK inh	FH mod	TSG101-PTAP inh
Cc1cc2c(cc1S(=O)(=O)CCC(=O)NCCc1ccccc1)OCC(=O)N2	17.1%	20.1%	5.2%	0.6%	2.8%	1.6%	-1.4%
CCOc1ccc(-c2cccc(NS(=O)(=O)c3ccccc3C(F)(F)F)c2)nn1	-1.2%	-7.3%	-27.7%	0.1%	3.3%	-25.2%	-5.3%
Cc1ccc(CCNC(=O)CCCn2c(=O)c3ccccc3n(Cc3ccccc3C#N)c2=O)cc1	-2.1%	?	3.5%	0.6%	4.6%	-0.6%	4.7%
CCc1ccc(NC(=O)Cn2c(=O)oc3cc(S(=O)(=O)N4CCCCCC4)ccc32)cc1	-2.2%	-21.7%	-0.2%	-3.4%	-0.3%	-11.3%	0.7%
COc1ccc(C(=O)N(Cc2cc(OC)c(OC)c(OC)c2)CC2CCCO2)cc1 (centres undefined)	-0.7%	?	?	-1.6%	0.9%	-0.7%	2.2%
Cc1ccc(OCC(=O)NCC(c2ccc(Cl)cc2)N2CCOCC2)cc1C (centres undefined)	-6.5%	-19.0%	-1.3%	-4.3%	-6.7%	-21.9%	-9.7%
CCC1Sc2ccccc2N(CC(=O)NCc2ccc(C)cc2)C1=O (centres undefined)	-4.9%	10.4%	6.1%	0.0%	-4.4%	-3.6%	-2.2%
CCCCn1cnc2cc(NCc3ccc(OCC)cc3)ccc21	27.7%	-3.9%	-0.2%	-1.5%	4.1%	?	-5.3%
Fc1ccc(C2=NC(c3cccc(C(F)(F)F)c3)=Nc3ccccc3N2)cc1	14.1%	-22.1%	-5.6%	-1.5%	7.5%	-14.5%	-1.6%
COc1cccc(C(=O)CC2(O)C(=O)N(Cc3ccccc3)c3ccccc32)c1 (centres undefined)	-2.8%	3.9%	-0.3%	0.7%	1.9%	-10.4%	-7.8%
c1csc(C2=NC(c3ccncc3)=Nc3ccccc3N2)c1	-4.9%	-7.4%	?	-1.6%	-0.5%	2.6%	-10.6%
Cc1cc(N2CCN(c3cccc(C)c3C)CC2)n2cnnc2n1	14.2%	6.4%	89.1µM*	-1.5%	0.3%	-11.8%	-6.3%
COc1ccc2c(c1)c(=O)c(S(=O)(=O)c1ccc(C)cc1)cn2Cc1ccccc1C	4.8%	3.4%	11.3%	-1.0%	-0.7%	-13.0%	-1.7%
O=C(Nc1ccc(N2CCN(CCOc3ccc(Cl)cc3)CC2)c(C(=O)O)c1)c1ccc(F)cc1	-10.0%	9.5%	?	-2.6%	-2.2%	6.7%	1.8%
CCNC(=O)C1CCCN(c2nnc(C)c3c(C)n(-c4ccc(C)cc4)nc23)C1 (centres undefined)	1.7%	-17.6%	-1.6%	0.9%	-0.7%	?	-1.1%
COc1ccc(-n2c(SCc3nc(-c4ccc(Cl)cc4)no3)nnc2-c2ccncc2)cc1	31.5%[activator]	33.4%[activator]	2.9%	-1.4%	3.3%	-38.3%	0.5%
Cc1cc(=O)n(CC(=O)N2CCCc3ccccc32)c2c1c(C)nn2-c1cccc(F)c1	0.5%	-0.9%	-2.8%	0.1%	-1.3%	-8.7%	3.8%
COC(=O)c1c(NC(=O)c2cc(OC)c(OC)c(OC)c2Br)sc2c1CCC(C)C2 (centres undefined)	-10.0%	13.7%	-8.3%	-1.2%	3.8%	?	0.1%
O=c1c2c3c(sc2n(Cc2ccccc2F)c(=O)n1-c1ccc(Cl)cc1)CCCC3	0.9%	-1.3%	13.4%	-1.7%	-1.9%	-10.2%	-0.6%
Cc1nnc(N2CCCC(C(=O)NCc3ccccc3)C2)c2nn(-c3ccccc3)c(C)c12 (centres undefined)	0.0%	1.6%	13.2%	0.4%	3.1%	-12.3%	2.4%
CCC1CN(C(=O)Nc2cc(Cl)ccc2C(=O)OC)c2ccccc2S1 (centres undefined)	3.1%	-1.0%	4.5%	-0.8%	1.6%	-8.8%	3.3%
CC(C)OCCCn1c(SCc2cccc(Br)c2)nc2c(sc3ccccc32)c1=O	-0.2%	1.0%	?	-1.8%	-0.3%	5.8%	-2.2%
O=C(CSc1oc(-c2ccco2)nc1S(=O)(=O)c1ccc(Cl)cc1)c1ccc(Cl)cc1	8.9%	32.3%[activator]	79.4µM*	-1.3%	-1.9%	-19.1%	16.4%
Cc1ccccc1CN1CCCN(CC(=O)Nc2c(C)cccc2C)S1(=O)=O	-5.7%	2.3%	4.7%	-0.6%	1.9%	-5.6%	-12.1%
Cc1ccc2ncc3c(-c4ccccc4)nn(CC(=O)NC4CCCCC4)c3c2c1	0.3%	19.0%	13.9%	0.1%	-2.0%	1.9%	-2.7%
CCOc1cccc(OCCCn2c(-c3ccc(Br)cc3)nc3ccccc3c2=O)c1	0.9%	13.3%	nt	-2.1%	-0.1%	nt	-6.9%
Cc1nc2c3ccccc3nc(NNC(=O)CCC(=O)N3CCN(c4cccc(Cl)c4)CC3)n2n1	-6.5%	-24.3%	2.9%	0.2%	6.7%	8.0%	0.5%
Cc1cc(C)cc(-n2cnc3cc(C(=O)NC4CCCCCC4)ccc32)c1	40.1%[activator]	21.4%	-0.2%	-0.6%	1.8%	-4.2%	-5.5%

Part of the list above, set out differently:
| compound | p53null 32C tox | p53null 39C kill | NTMT1 inh | B2AR arrestin ag | GALK inh | FH mod | TSG101-PTAP inh |
| --- | --- | --- | --- | --- | --- | --- | --- |
| COc1ccc(-n2c(SCc3nc(-c4ccc(Cl)cc4)no3)nnc2-c2ccncc2)cc1 | 31.5%[activator] | 33.4%[activator] | 2.9% | -1.4% | 3.3% | -38.3% | 0.5% |
| Cc1cc(=O)n(CC(=O)N2CCCc3ccccc32)c2c1c(C)nn2-c1cccc(F)c1 | 0.5% | -0.9% | -2.8% | 0.1% | -1.3% | -8.7% | 3.8% |
| COC(=O)c1c(NC(=O)c2cc(OC)c(OC)c(OC)c2Br)sc2c1CCC(C)C2 (centres undefined) | -10.0% | 13.7% | -8.3% | -1.2% | 3.8% | ? | 0.1% |
| O=c1c2c3c(sc2n(Cc2ccccc2F)c(=O)n1-c1ccc(Cl)cc1)CCCC3 | 0.9% | -1.3% | 13.4% | -1.7% | -1.9% | -10.2% | -0.6% |
| Cc1nnc(N2CCCC(C(=O)NCc3ccccc3)C2)c2nn(-c3ccccc3)c(C)c12 (centres undefined) | 0.0% | 1.6% | 13.2% | 0.4% | 3.1% | -12.3% | 2.4% |
